Assay outcomes: PubChem BioAssay, National Center for Advancing Translational Sciences (NCATS)
PI5P4K alpha inh – blocks human PI5P4K alpha kinase activity. max response, %. hit rate 1.2% among 330,000. P48426. AID 652105. PI5P4Kalpha enzyme, ADP-Glo luminescence, 60 min; stronger effect = lower value; active = max response of -50% or lower; inconclusive = between -30% and -50%; inactive = -30% or higher; also: value at the top dose of about 77 µM; % is scaled to controls: 0 for no effect and ±100 for the full control effect
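ADP-Glo luminescence end-point after a 60 min room-temperature kinase reaction. PI5P4Kalpha and substrate in HEPES pH 7.4 buffer with EGTA, 0.1% CHAPS and 5% DMSO; ATP at 5 microM final.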
FUS yeast rescue – rescues growth of FUS-expressing yeast; AID 1347120; hit rate 0.24% among 390,000; Potency, µM (titrated, usually from 76.6 µM), for inactives: at the top dose growth rescue (activation), most hits filed as activators; S. cerevisiae FUS-expressing, growth rescue, OD600, 24 h;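 also: potency is read from the fitted curve at half-maximal effect; plate controls were DMSO vehicle for no effect and reference control for full effect; nearly all actives have a fitted effect of over 55% in size; some results filed as inactive show a strong effect at the top dose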
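FUS-expressing yeast, raffinose-pregrown, induced in 2% galactose minimal medium at OD 0.005; compounds in a dilution series, 24hr at 30C. Growth restoration read as absorbance at 600 nm. CP55940 positive control, DMSO negative.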
EPAC1 ag – EPAC1 (human) agonism | EPAC1 agonist qHTS, biochemical assay; response scale: 100% = response to 6.5 mM cAMP | Potency, µM (highest dose often 154 µM), for inactives: at the highest dose activation, actives largely listed as activators | hit rate 0.073% among 360,000 | AID 720707; also: potency is read from the fitted curve at half-maximal effect; nearly all actives have a fitted effect of over 60% in size
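Read-out is the fluorescence drop as BODIPY-GDP leaves Rap1B (480 nm excitation, 540 nm emission), recorded every 5 minutes over 30 minutes. Reactions held 100 nM EPAC1, 250 nM Rap1B–BODIPY-GDP and 50 uM GDP, with 6.5 mM cAMP setting full activation.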
EPAC1 antag – blocks human EPAC1 exchange factor. O95398. EPAC1 GEF assay, Rap1b-BODIPY-GDP exchange fluorescence. Potency, µM (top dose mostly 115 µM), for the others: top-dose activity change, negative = inhibition, hits mostly inhibitors. hit rate 0.14% among 360,000;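 also: potency is read from the fitted curve at half-maximal effect; plate controls were vehicle for no effect and positive control for full effect; nearly all actives have a fitted effect of over 50% in size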
Abeta yeast res – A-beta toxicity reversal in yeast; Potency, µM (highest dose often 46.1 µM), inactives show at the top dose growth rescue, usual class: activators; hit rate 0.063% among 410,000; yeast expressing A-beta42, growth rescue, OD600, 48 h; response scale: 0% DMSO, 100% iron-clioquinol control; also: potency is read from the fitted curve at half-maximal effect; nearly all actives have a fitted effect of over 55% in size
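Yeast A-beta toxicity model in growth medium with pinned compounds, 48 h at 30 C; growth read as absorbance at 600 nm. Normalized to FeCl3/clioquinol equimolar mix (positive) and DMSO (negative).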
IL-2 act – activates IL-2 in a cell-based reporter assay; IL-2 activation reporter assay, cell-based qHTS; stimulated with anti-CD3/CD4/CD28 beads; in transgenic mouse T cells; activation, % (series mostly up to about 46 µM); hit rate 0.065% among 360,000; in the data active = activation above about 50%; inconclusive = mostly about 30% to 49%; also: 0% is about no effect
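Unstimulated transgenic mouse T cells; 60-min compound exposure; bead-based TCR/CD4/CD28 stimulation; 18 h culture, 37 degrees C; dual fluorescence (EGFP, DsRed) plate cytometry.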
PLK1 PBD block – blocks phosphopeptide binding to human PLK1 polo-box domain; P53350; Plk1 PBD binding of FITC phosphopeptide, fluorescence polarization; Potency, µM, without a hit: max response, negative = inhibition, usual class: inhibitors; hit rate 2.8% among 360,000; AID 720504; also: potency is read from the fitted curve at half-maximal effect; series mostly up to about 57 µM; % is scaled to controls: 0 for no effect and ±100 for the full control effect; nearly all actives have a fitted effect of over 65% in size
WRN inhibitor – WRN helicase (human) inhibition; Q14191; Potency, µM (top dose mostly 114 µM), for the others: at the top dose activity change, negative = inhibition, usual class: inhibitors; hit rate 0.46% among 360,000; AID 651768; WRN helicase unwinding, fluorescent forked duplex, kinetic; also: potency is read from the fitted curve at half-maximal effect; % is scaled to controls: 0 for no effect and ±100 for the full control effect; nearly all actives have a fitted effect of over 55% in size
Target sequence (Q14191 whole entry, looked up): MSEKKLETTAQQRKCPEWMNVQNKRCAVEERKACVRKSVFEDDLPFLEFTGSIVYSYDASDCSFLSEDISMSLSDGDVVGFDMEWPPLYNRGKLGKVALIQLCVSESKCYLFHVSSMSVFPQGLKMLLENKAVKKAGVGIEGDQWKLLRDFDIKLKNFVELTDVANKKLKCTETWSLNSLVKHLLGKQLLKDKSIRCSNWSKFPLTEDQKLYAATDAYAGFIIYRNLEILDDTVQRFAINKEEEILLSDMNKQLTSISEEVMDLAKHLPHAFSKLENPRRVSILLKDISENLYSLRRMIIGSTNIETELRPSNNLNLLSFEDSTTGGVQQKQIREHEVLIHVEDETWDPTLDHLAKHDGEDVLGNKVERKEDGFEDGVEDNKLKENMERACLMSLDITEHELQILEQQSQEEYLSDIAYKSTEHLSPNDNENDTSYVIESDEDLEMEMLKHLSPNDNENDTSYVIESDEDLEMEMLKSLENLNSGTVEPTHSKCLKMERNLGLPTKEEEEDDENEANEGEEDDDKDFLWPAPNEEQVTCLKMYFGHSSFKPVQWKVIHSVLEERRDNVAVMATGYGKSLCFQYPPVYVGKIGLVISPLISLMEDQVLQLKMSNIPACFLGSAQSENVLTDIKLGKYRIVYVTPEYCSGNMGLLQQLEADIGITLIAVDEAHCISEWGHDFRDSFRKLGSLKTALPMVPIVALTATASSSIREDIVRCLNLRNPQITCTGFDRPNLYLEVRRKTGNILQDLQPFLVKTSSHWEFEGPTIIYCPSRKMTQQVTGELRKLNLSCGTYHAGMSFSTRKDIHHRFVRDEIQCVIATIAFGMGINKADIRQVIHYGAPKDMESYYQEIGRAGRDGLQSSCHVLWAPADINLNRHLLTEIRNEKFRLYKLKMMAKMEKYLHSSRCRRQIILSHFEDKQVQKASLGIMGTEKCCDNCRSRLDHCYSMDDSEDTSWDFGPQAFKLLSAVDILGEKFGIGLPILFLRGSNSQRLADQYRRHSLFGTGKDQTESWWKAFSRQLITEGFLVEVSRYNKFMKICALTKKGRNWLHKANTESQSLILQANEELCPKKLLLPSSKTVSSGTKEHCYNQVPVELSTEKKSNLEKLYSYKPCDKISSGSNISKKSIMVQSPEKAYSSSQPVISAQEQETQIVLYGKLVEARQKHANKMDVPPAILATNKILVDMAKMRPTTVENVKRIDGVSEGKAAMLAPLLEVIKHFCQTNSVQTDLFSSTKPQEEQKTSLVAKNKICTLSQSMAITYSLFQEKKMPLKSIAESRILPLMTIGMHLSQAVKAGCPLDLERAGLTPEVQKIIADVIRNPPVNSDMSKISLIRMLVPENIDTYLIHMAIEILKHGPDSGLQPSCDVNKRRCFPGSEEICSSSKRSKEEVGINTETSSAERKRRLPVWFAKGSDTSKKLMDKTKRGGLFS
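Kinetic red-fluorescence monitoring (525/598 nm) tracks WRN helicase activity after 100 nM fluorophore-quencher forked duplex and 2 mM ATP are added to 20 nM enzyme pretreated 15 min at room temperature with compound.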
* marks the source's active call; other numbers are inactive results; & = joins results of further samples; [ ] = another dose, or the depositor's remark. Unless noted, calls follow the shape of the dose curve; as a rule, active = well fitted curve in the direction sought with a large enough effect; inconclusive = small, poorly fitted or top-dose-only effect, or another doubt; inactive = no such curve, though single readings can be large; an effect the other way counts as inactive or inconclusive.

The first 2 entries as a preview:
What do the screens show for `O=C(COC(=O)/C=C/c1ccc(C(F)(F)F)cc1)NCC1CCCO1` (centres undefined)?
PI5P4K alpha inh: -7; FUS yeast rescue: 7%; EPAC1 ag: -1%; EPAC1 antag: 8%; Abeta yeast res: -26%; IL-2 act: -1.2; PLK1 PBD block: -1%; WRN inhibitor: -2%

How did COc1cc(NC(C)CCc2ccccc2)cc(OC)c1OC (centres undefined) do in these assays?
PI5P4K alpha inh: 6; FUS yeast rescue: 24%; EPAC1 ag: -1%; EPAC1 antag: -26%; Abeta yeast res: 3%; IL-2 act: -0.6; PLK1 PBD block: 3%; WRN inhibitor: -14%

The whole of this part (from the top)
What do the screens show for `O=C(COC(=O)/C=C/c1ccc(C(F)(F)F)cc1)NCC1CCCO1` (centres undefined)?
PI5P4K alpha inh: -7; FUS yeast rescue: 7%; EPAC1 ag: -1%; EPAC1 antag: 8%; Abeta yeast res: -26%; IL-2 act: -1.2; PLK1 PBD block: -1%; WRN inhibitor: -2%

How did COc1cc(NC(C)CCc2ccccc2)cc(OC)c1OC (centres undefined) do in these assays?
PI5P4K alpha inh: 6; FUS yeast rescue: 24%; EPAC1 ag: -1%; EPAC1 antag: -26%; Abeta yeast res: 3%; IL-2 act: -0.6; PLK1 PBD block: 3%; WRN inhibitor: -14%

How did COc1ccc([N+](=O)[O-])c(OC)c1C(=O)NC(=O)Nc1nc(C)nc(C)n1 do in these assays?
PI5P4K alpha inh: -6; FUS yeast rescue: 4%; EPAC1 ag: -5%; EPAC1 antag: 5%; Abeta yeast res: 6%; IL-2 act: -3.2; PLK1 PBD block: -1%; WRN inhibitor: 5%

How did C=CCNC(=O)COc1ccc(Oc2ccccc2)cc1 do in these assays?
PI5P4K alpha inh: -3; FUS yeast rescue: -2%; EPAC1 ag: -2%; EPAC1 antag: -12%; Abeta yeast res: 8%; IL-2 act: 0.6; PLK1 PBD block: 4%; WRN inhibitor: 7%

How did CCC1Oc2ccc(C)cc2N(CC(=O)NCCc2ccc(OC)c(OC)c2)C1=O (centres undefined) do in these assays?
PI5P4K alpha inh: 9; FUS yeast rescue: -2%; EPAC1 ag: -18%; EPAC1 antag: -26%; Abeta yeast res: 4%; IL-2 act: 0.0; PLK1 PBD block: -5%; WRN inhibitor: 2%

Results for Cc1cccc(NC(=O)CSc2ncnc3sc(C)c(C)c23)n1 ?
PI5P4K alpha inh: -24; EPAC1 ag: 4%; EPAC1 antag: -4%; Abeta yeast res: -31%[inhibitor]; IL-2 act: -2.9; PLK1 PBD block: -15%; WRN inhibitor: inconclusive

How did COc1ccc2c(C)cc3n[nH]c(=S)n3c2c1 do in these assays?
PI5P4K alpha inh: -20; FUS yeast rescue: -17%; EPAC1 ag: -6%; EPAC1 antag: 11%; Abeta yeast res: 19%; IL-2 act: -0.8; PLK1 PBD block: -2%; WRN inhibitor: 5%

What do the screens show for `CCOc1ccc(NC(=O)N2CCC(NC(=O)c3ccco3)CC2)cc1`?
PI5P4K alpha inh: 2; FUS yeast rescue: 10%; EPAC1 ag: -3%; EPAC1 antag: 0%; Abeta yeast res: 13%; IL-2 act: -1.4; PLK1 PBD block: 1%; WRN inhibitor: 6%

How did CCOC(=O)C1=C(c2ccccc2)Nc2ncnn2C1c1ccc(C(=O)O)cc1 (centres undefined) do in these assays?
PI5P4K alpha inh: -11; FUS yeast rescue: 18%; EPAC1 ag: 2%; EPAC1 antag: -17%; Abeta yeast res: -10%; IL-2 act: -1.1; PLK1 PBD block: -5%; WRN inhibitor: -4%

What do the screens show for `COC(=O)c1sccc1NC(=O)c1c(C)cc(=O)oc1C`?
PI5P4K alpha inh: 7; FUS yeast rescue: 4%; EPAC1 ag: 4%; EPAC1 antag: -2%; Abeta yeast res: -1%; IL-2 act: -0.4; PLK1 PBD block: -9%; WRN inhibitor: 1%

What do the screens show for `CCCc1cc(=O)oc2cc(OCC(=O)NCCCN3CCOCC3)c(Cl)cc12`?
PI5P4K alpha inh: 1; FUS yeast rescue: -10%; EPAC1 ag: 15%; EPAC1 antag: 7%; IL-2 act: -0.5; PLK1 PBD block: -6%; WRN inhibitor: -6%

How did O=C(NCc1cccnc1)c1cc(-c2ccccc2)on1 do in these assays?
FUS yeast rescue: 23%; EPAC1 ag: 3%; EPAC1 antag: -14%; Abeta yeast res: 10%; IL-2 act: -1.8; PLK1 PBD block: -7%; WRN inhibitor: 2%

What do the screens show for `N#CCN1CCC(c2cc(-c3ccco3)n[nH]2)CC1`?
PI5P4K alpha inh: -9; FUS yeast rescue: -8%; EPAC1 ag: 11%; EPAC1 antag: -19%; Abeta yeast res: -13%; IL-2 act: 0.7; PLK1 PBD block: 30µM*; WRN inhibitor: 10%[57.1 µM]

What do the screens show for `COc1ccc(N2CCN(CC(O)COCCOc3ccc(Br)cc3)CC2)cc1` (centres undefined)?
PI5P4K alpha inh: 0; EPAC1 ag: -11%; EPAC1 antag: 1%; Abeta yeast res: -8%; IL-2 act: -2.3; PLK1 PBD block: 7%; WRN inhibitor: 6%

Results for O=C(C1CCCN(S(=O)(=O)c2cccc3nsnc23)C1)N1CCc2ccccc2C1 (centres undefined) ?
PI5P4K alpha inh: -12; FUS yeast rescue: inconclusive; EPAC1 ag: -3%; EPAC1 antag: -15%; Abeta yeast res: 11%; IL-2 act: -0.7; PLK1 PBD block: 1%; WRN inhibitor: -9%

What do the screens show for `COc1ccc(S(=O)(=O)N(C)CC(=O)NCc2cccnc2)cc1C`?
PI5P4K alpha inh: -5; FUS yeast rescue: -9%; EPAC1 ag: 17%; EPAC1 antag: 4%; Abeta yeast res: 16%; IL-2 act: -0.2; PLK1 PBD block: -3%; WRN inhibitor: -3%

Results for CCN(CC(=O)Nc1cc(S(=O)(=O)N2CCOCC2)ccc1Cl)Cc1ccccc1 ?
PI5P4K alpha inh: 13; FUS yeast rescue: -8%; EPAC1 ag: 1%; EPAC1 antag: inconclusive; Abeta yeast res: -7%; IL-2 act: -0.9; PLK1 PBD block: -5%; WRN inhibitor: -12%

How did O=C(CSc1nc2ncc(Br)cc2[nH]1)Nc1ccccc1-c1ccccc1 do in these assays?
PI5P4K alpha inh: -1; FUS yeast rescue: 41%; EPAC1 ag: 16%; EPAC1 antag: -14%; Abeta yeast res: 5%; IL-2 act: 0.2; PLK1 PBD block: -6%; WRN inhibitor: 0%

Results for O=C(NNC(=O)c1cccs1)c1ccc(Cl)c(S(=O)(=O)N2CCCC2)c1 ?
PI5P4K alpha inh: -11; FUS yeast rescue: -7%; EPAC1 ag: -7%; EPAC1 antag: 4%; Abeta yeast res: -20%; IL-2 act: 2.0; PLK1 PBD block: -1%; WRN inhibitor: 3%

How did C[C@H](NC(=O)c1ccco1)C(=O)Nc1ccc2c(c1)OCO2 do in these assays?
PI5P4K alpha inh: -1; FUS yeast rescue: 5%; EPAC1 ag: 9%; EPAC1 antag: -4%; Abeta yeast res: 1%; IL-2 act: -0.2; PLK1 PBD block: -8%; WRN inhibitor: 0%

What do the screens show for `CCN(CC(=O)NCc1cccs1)CC(=O)Nc1c(Cl)ccc(C)c1Cl`?
PI5P4K alpha inh: 1; FUS yeast rescue: -5%; EPAC1 ag: -11%; EPAC1 antag: 0%; Abeta yeast res: -11%; IL-2 act: -0.2; PLK1 PBD block: -1%; WRN inhibitor: 4%

How did CCOC(=O)c1c(O)c2ccccc2n(CC)c1=O do in these assays?
PI5P4K alpha inh: 4; FUS yeast rescue: 8%; EPAC1 ag: -8%; EPAC1 antag: -4%; Abeta yeast res: -39%[inhibitor]; IL-2 act: -2.8; PLK1 PBD block: -15%; WRN inhibitor: 1%

Results for CSc1ccc(CN2CCC(Oc3cccc(C(=O)N4CCCC4)c3)CC2)cc1 ?
PI5P4K alpha inh: 1; FUS yeast rescue: 8%; EPAC1 ag: 1%; EPAC1 antag: 11%; Abeta yeast res: 19%; IL-2 act: -1.8; PLK1 PBD block: -2%; WRN inhibitor: 3%

How did O=C(Nc1ccccc1C(F)(F)F)c1cc(S(=O)(=O)N2CCC3(CC2)OCCO3)ccc1F do in these assays?
FUS yeast rescue: -1%; EPAC1 ag: 4%; EPAC1 antag: -6%; Abeta yeast res: 14%; IL-2 act: 3.4; PLK1 PBD block: -1%; WRN inhibitor: -6%

Results for CCCCN(C(=O)NC(=O)Nc1cccc(C)c1C)S(C)(=O)=O ?
FUS yeast rescue: 5%; EPAC1 ag: 13%; EPAC1 antag: -24%; Abeta yeast res: -1%; IL-2 act: -0.7; PLK1 PBD block: -5%; WRN inhibitor: -8%

Results for O=c1c2ccccc2c(C=Nc2cccc(O)c2)c(O)n1-c1ccc2c(c1)OCO2 ?
PI5P4K alpha inh: -24; FUS yeast rescue: inconclusive; EPAC1 ag: -5%; EPAC1 antag: -6%; Abeta yeast res: 20%; IL-2 act: 0.3; PLK1 PBD block: -7%; WRN inhibitor: -34%[57.1 µM]

How did Clc1ccc(C2Nc3ccccc3-n3cccc32)cc1 (centres undefined) do in these assays?
PI5P4K alpha inh: 3; FUS yeast rescue: 6%; EPAC1 ag: -11%; EPAC1 antag: -10%; Abeta yeast res: 11%; IL-2 act: -0.8; PLK1 PBD block: -9%; WRN inhibitor: -8%

How did COc1ccc(OC)c(NC(=O)C2(C)CCN2C(=O)CCC2CCCC2)c1 (centres undefined) do in these assays?
PI5P4K alpha inh: 0; FUS yeast rescue: 22%; EPAC1 ag: -12%; EPAC1 antag: -11%; Abeta yeast res: -6%; IL-2 act: 1.0; PLK1 PBD block: -3%; WRN inhibitor: -6%

How did C(=N\n1cnnc1)/c1ccc(OC2CSC2)cc1 do in these assays?
FUS yeast rescue: 7%; EPAC1 ag: -4%; EPAC1 antag: 5%; Abeta yeast res: 21%; IL-2 act: -2.5; PLK1 PBD block: 0%; WRN inhibitor: -13%[57.1 µM]

How did CN(C)CCN(Cc1ccccc1)S(=O)(=O)c1csc(C(N)=O)c1 do in these assays?
PI5P4K alpha inh: -12; FUS yeast rescue: 15%&-4%; EPAC1 ag: 1%; EPAC1 antag: 8%; Abeta yeast res: 5%&-8%; IL-2 act: -1.9; PLK1 PBD block: -9%; WRN inhibitor: 3%
